mcGAS inh = inhibitors of mouse cGAS. recombinant cGAS, Kinase-Glo ATP depletion luminescence. inhibition, % at 12.5 µM. 0.15% of 160,000 active. AID 1259399;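 also: 0% = negative control wells and 100% = reference inhibitor with no enzyme activity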
hcGAS lum = inhibitors of human cGAS. recombinant h-cGAS, ATP depletion, Kinase-Glo luminescence. Q8N884. 0.081% of 290,000 active. inhibition, % at 12.5 µM. AID 1259398;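 also: 0% = vehicle reaction and 100% = reaction without DNA for no activity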
Target sequence (Q8N884 whole entry, looked up): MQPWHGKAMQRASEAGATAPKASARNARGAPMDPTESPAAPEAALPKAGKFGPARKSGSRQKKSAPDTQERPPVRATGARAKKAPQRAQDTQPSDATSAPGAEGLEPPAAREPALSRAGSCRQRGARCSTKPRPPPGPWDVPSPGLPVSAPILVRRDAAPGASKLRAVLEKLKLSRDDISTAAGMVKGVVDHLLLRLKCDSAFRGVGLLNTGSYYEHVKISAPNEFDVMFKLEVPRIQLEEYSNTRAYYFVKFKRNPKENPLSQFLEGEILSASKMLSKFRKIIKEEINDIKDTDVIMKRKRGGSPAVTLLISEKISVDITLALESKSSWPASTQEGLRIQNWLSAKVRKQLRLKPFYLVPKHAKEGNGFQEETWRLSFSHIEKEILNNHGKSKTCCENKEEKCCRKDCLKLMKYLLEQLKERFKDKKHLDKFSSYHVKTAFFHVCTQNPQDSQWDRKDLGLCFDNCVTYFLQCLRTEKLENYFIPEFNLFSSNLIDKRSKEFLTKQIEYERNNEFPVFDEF
NPYLR7 agonist = activates Aedes aegypti NPYLR7 receptor. HEK293T NPYLR7/Galpha15, GCaMP6s calcium fluorescence. activation, % at 10 µM. 0.15% of 270,000 active. AID 1259423; in the data active = activation above about 40%;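 also: 0% = vehicle and 100% = reference agonist at the receptor; some compounds past the cut are filed as inactive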
Starred values were filed as active, the others as inactive; x = no result given; & = joins results of further samples. Rule as the data show it, unless noted: active = inhibition above about 40%; inactive = the rest.

The line under a structure holds: hcGAS lum	NPYLR7 agonist	mcGAS inh
N[C@H](C(=O)O)c1cc(O)cc(O)c1
→ 0	-10	7
CN(CCc1ccccc1)C1CCCN(Cc2ccc3nsnc3c2)C1 (configuration not stated)
→ -6	5	-8
CCn1ccc(C(=O)N2CCC(N3C(=O)C(O)C34CCCCC4)CC2)n1 (configuration not stated)
→ 11	x	4
Cc1nn(C)c(C)c1C(=O)NNc1cccc(Cl)c1
→ -3	4	-11
CCCCCOc1ccc(C(=O)NCCO)cc1OCCCCC
→ -5	4	-5
CCC(C)C(NCC(O)COCc1ccco1)c1nc(-c2ccc3c(c2)OCO3)no1 (configuration not stated)
→ -9	5	-5
COc1ccc(C2=C(C(C)=O)Sc3nnc(COc4ccccc4)n3N2C(C)=O)cc1OC
→ -11	3	x
COc1cccc2sc(N(CCN(C)C)C(=O)c3cc(C)n(C)n3)nc12
→ 10	16	2
COc1cc(F)ccc1-c1c(-c2ccccc2)ncn1CCc1cnc[nH]1
→ -4	-2	x
Cc1ccsc1CN(C(C)C)S(=O)(=O)c1cc(Cl)sc1Cl
→ -6	-1	-16
CN(Cc1cnn(C)c1)C(=O)c1cc(COc2cccc3cccnc23)on1
→ 1	-2	x
CCOC(=O)C1CCN(C(=O)c2cc3n(n2)CCN(Cc2cccc(F)c2)C3=O)CC1
→ -3	14	-7
Cc1ccc(N2C(=O)C3C4C=CC(C3C2=O)C2C(=O)N(c3ccc(C)c(C)c3)C(=O)C42)cc1C (configuration not stated)
→ -2	-5	0
CC(=O)NCCc1ccc(C(=O)COC(=O)c2c3c(nc4ccccc24)CCCCC3)cc1
→ -4	-1	-4
COC(=O)c1cccc(CN2CC[C@@H](c3ccc(F)cc3)[C@H](O)C2)n1
→ 0	0	-13
c1ccc2oc(NCCOc3ccc4c(c3)CCC4)nc2c1
→ -11	-8	x
C=CCNc1ccccc1C(=O)N1CCN(CC(=O)NC(C)C)CC1
→ -7	13	x
CCOC(=O)CCC(=O)Nc1ccc(C2SCC(=O)N2c2ccc(C)c(F)c2)cc1 (configuration not stated)
→ -3	-3	-3
O=C(/C=C/c1ccccc1)c1ccc(O[C@@H]2O[C@H](CO)[C@@H](O)[C@H](O)[C@H]2O)cc1O
→ -5	2	x
COc1ccc(N2CN(C(=O)CN(CC(C)C)C(=O)c3cccs3)CC2=O)cc1
→ -8	3	-9
COCCCNc1nc2nonc2nc1N1CCc2sccc2C1
→ -8	13	x
O=C1NN=CN2N=C(c3ccccc3)CC12 (configuration not stated)
→ -1	-4	x
Cn1cc(C(CC(=O)N2CCc3ccccc3C2)c2ccc(Cl)cc2)c2ccccc21 (configuration not stated)
→ -14	x	-10
COc1ccc(C(=O)NC2CC(=O)N(CC(C)(C)C)C2)c(OC)c1OC (configuration not stated)
→ -7	18	-11
CCN(CC(=O)Nc1cc(C(C)(C)C)nn1-c1ccc(C)cc1)C(=O)c1cc(Cl)cc(Cl)c1
→ -7	14	-5
CC(=O)c1ccc(C(=O)N(Cc2ccncc2)c2nc3c(C)ccc(Cl)c3s2)cc1
→ -6	-3	-11
Cc1cccc(-c2ncc(CNCc3cccc4[nH]ccc34)cn2)c1
→ -7	19	x
Cc1cccc(C(=O)N2CCCN(CCCSCC#N)CC2)c1
→ -8	8	x
Cc1nc(CC(C)C)cc(C(=O)N2CCC(n3cc(CCO)nn3)CC2)n1
→ -7	6	-11
CC1(C)C2CCC1(C)C(N)C2 (configuration not stated)
→ -6	4	-4
Cc1cccc(-n2c(CNC(=O)c3ccco3)nnc2SCC(=O)N2CCc3ccccc32)c1
→ -7	10	-2
O=C(O)c1cccc(N2C(=O)C3C4C=CC(C5CC45)C3C2=O)c1 (configuration not stated)
→ 1	-8	-1
Cc1ccc(N2C(=O)C3C(C2=O)C2C=CC3C23CC3)cc1C (configuration not stated)
→ -6	3	-5
COc1ccc(-c2cnc(-c3ccc(CNC(=O)c4ccccc4OC)cc3)[nH]2)cc1
→ 3	4	3
N#CC1(C#N)OC(C#N)(C#N)C2C(I)=CSC21 (configuration not stated)
→ -1	21	x
S=C(Nc1ccccc1)c1nc2ccccc2s1
→ -9	0	x
CC(C)(C)c1ccc2c(c1)OCC(C(=O)Nc1nc(-c3ccncc3)cs1)O2 (configuration not stated)
→ -5	-4	-5
CC(C)c1noc(-c2ccc(NC(=O)N3CCCC3)cc2)n1
→ -7	-5	x
CCn1c(=NC(=O)CN2C(=O)CCC2=O)sc2c(OC)ccc(OC)c21
→ 0	0	0
COC(=O)NNC(=O)c1ccc(C(=O)NNC(=O)OC)cc1
→ -4	0	-2
CCOC(=O)CC(=O)CSc1ccc2nnc(-c3ccc(OC)cc3)n2n1
→ -5	7	-8
COc1ccc(C(=O)NCC2CCN(Cc3cc(C)c(C)o3)C2)o1 (configuration not stated)
→ -4	5	x
COCCN1C(=O)CC(CC(=O)N(C)Cc2cccc3ccccc23)(c2ccccc2Cl)C1=O (configuration not stated)
→ -6	12	-9
O=C(COC(=O)c1nc(-c2ccccc2)n(-c2ccccc2)n1)NCc1cccs1
→ -7	-4	x
CC(NC(=O)Cc1ccsc1)c1ccc(S(C)(=O)=O)cc1 (configuration not stated)
→ -3	10	x

One compound at a time (already shown). Order of values: hcGAS lum	NPYLR7 agonist	mcGAS inh
Cc1cccc(-n2c(CNC(=O)c3ccco3)nnc2SCC(=O)N2CCc3ccccc32)c1 across the screens: -7	10	-2
COc1ccc(-c2cnc(-c3ccc(CNC(=O)c4ccccc4OC)cc3)[nH]2)cc1 across the screens: 3	4	3
Cc1ccc(N2C(=O)C3C(C2=O)C2C=CC3C23CC3)cc1C (configuration not stated) across the screens: -6	3	-5
S=C(Nc1ccccc1)c1nc2ccccc2s1 across the screens: -9	0	x
CC(C)(C)c1ccc2c(c1)OCC(C(=O)Nc1nc(-c3ccncc3)cs1)O2 (configuration not stated) across the screens: -5	-4	-5

Continuation:
The line under a structure holds: hcGAS lum	NPYLR7 agonist	mcGAS inh
Cc1ccn2c(CNC(C)c3cn(C)nc3C)c(C(=O)N3CCCCCC3)nc2c1 (configuration not stated)
→ -7	4	x
Cc1cccc(N2CC(C(=O)Nc3n[nH]c(S(C)(=O)=O)n3)CC2=O)c1C (configuration not stated)
→ -6	-3	-14
CCN(Cc1noc(CC(C)C)n1)C(=O)CN1C(=O)OC[C@@H]1C(C)C
→ 1	x	-3
CN1CC2(CCN(C(=O)CN3CCc4ccccc4C3)C2)OC1=O (configuration not stated)
→ -3	7	x
Cc1cc(C(=O)O)c(O)c(S(=O)(=O)Nc2c(C)cccc2C)c1
→ -7	6	x
N#Cc1ccc(S(=O)(=O)Nc2cc3c(cc2C(=O)O)OCCCO3)cc1
→ -11	5	x
O=C(c1ccccc1-c1ccccc1F)N1Cc2cnn(CCO)c2C1
→ -8	0	-13
O=C1c2cccnc2C(=O)N1c1ccc(Sc2ccc(N3C(=O)c4cccnc4C3=O)cc2)cc1
→ -11	0	-4
COc1ccc(C(O)c2ncc(-c3ccccc3)[nH]2)cc1F (configuration not stated)
→ -9	-3	x
C/C(=N/O)c1cc([N+](=O)[O-])c2ccccc2c1O
→ 20	-2	x
Cn1cc(C(=O)NCCc2ccc(S(N)(=O)=O)cc2)c2[nH]c(=O)n(-c3ccccc3)c(=O)c21
→ 0	5	x
CC(=O)c1cccc(NC(=O)c2cc(S(=O)(=O)N3CCCCC3)ccc2Cl)c1
→ -2	-5	-4
CCOC(=O)C1(Cc2ccc(F)cc2F)CCCN(S(=O)(=O)CC(F)(F)F)C1 (configuration not stated)
→ -2	3	x
Cc1ccc(C(=O)Nc2ccccc2S(=O)(=O)C(C)C)cn1
→ -7	8	x
COc1ccccc1N1CCN(C(=O)CC(c2ccc(Cl)c(Cl)c2)c2c[nH]c3ccccc23)CC1 (configuration not stated)
→ -4	x	-5

Filtered by structure: the entries above with a tert-butyl group
The line under a structure holds: hcGAS lum	NPYLR7 agonist	mcGAS inh
COc1ccc(C(=O)NC2CC(=O)N(CC(C)(C)C)C2)c(OC)c1OC (configuration not stated)
→ -7	18	-11
CCN(CC(=O)Nc1cc(C(C)(C)C)nn1-c1ccc(C)cc1)C(=O)c1cc(Cl)cc(Cl)c1
→ -7	14	-5
CC(C)(C)c1ccc2c(c1)OCC(C(=O)Nc1nc(-c3ccncc3)cs1)O2 (configuration not stated)
→ -5	-4	-5

Carrying on:
The line under a structure holds: hcGAS lum	NPYLR7 agonist	mcGAS inh
O=C(C1CC1)N(Cc1ccccc1)Cc1c(-c2ccccc2)noc1N1CCOCC1
→ -5	-4	-6
COc1ccc(-c2csc(=Nc3ccccc3SC)n2CC2CCCO2)cc1 (configuration not stated)
→ -2	-6	0
CCc1c(C(=O)OC)sc2nc(CN(Cc3ccccc3)CC(O)COCc3ccco3)[nH]c(=O)c12 (configuration not stated)
→ -4	-7	-3
CC(C)c1nccn1C(C)c1ccccc1-n1cccn1 (configuration not stated)
→ 1	0	x
O=C(NCC1CC1c1ccccc1)N1CCCC1CN1CCOCC1 (configuration not stated)
→ -9	0	x
CCOc1ccc(N2C(=O)CSC2c2cccc(NC(=O)c3cccc(C(F)(F)F)c3)c2)cc1 (configuration not stated)
→ -3	9	-4
COc1ccccc1CCC(=O)OCC(=O)Nc1sc2c(c1C#N)CCCC2
→ -6	-7	x
O=C(NC(Cc1ccccc1)C(=O)Nc1nnc(-c2ccc3c(c2)OCO3)s1)C1CCC1 (configuration not stated)
→ -6	13	-4
O=C(NCC(c1ccncc1)N1CCOCC1)c1cccc(-n2cccn2)c1 (configuration not stated)
→ -5	-4	-11
Cc1cc(N2CCOCC2)nc(SCc2cccc(C(=O)NCc3ccco3)c2)n1
→ -2	5	-5
CCCNC(=O)Cn1c(=O)c2c(N3CCN(C(C)=O)CC3)c(C)cnc2n(C)c1=O
→ -5	-2	-1
CCc1nc(C)sc1CNC(=O)Cc1c(C)nc2ccccn12
→ -8	7	-10
O=C(Nc1ccccc1)c1ccc(Br)c(S(=O)(=O)Nc2ccccc2)c1
→ -4	13	-4
O=c1c(O)c(-c2cc(O)c(O)c(O)c2)oc2cc(O)cc(O)c12
→ 71*	-3&8	82*
C#CCOCC(O)CN(CCN1CCOCC1)Cc1ccc(C)o1 (configuration not stated)
→ -3	34	-5
Cc1cc(NC(=O)CSc2nncn2C)ccc1Cl
→ 2	0	2
COC(=O)c1cc2n(n1)CCCN(C(=O)Cc1cn3ccsc3n1)C2
→ -1	-4	-13
CC(Nc1ccc2c(c1)CC(=O)N2)c1ccc(C#N)cc1 (configuration not stated)
→ -7	7	x
CCC(CC)n1ncc(C)c1NC(=O)Cc1ccc(-n2nnnc2C)cc1
→ -8	8	x
CCCCn1c(=O)c2c(OCC)c(C)cnc2n(C)c1=O
→ -3	2	-1
Cc1ccc(-n2c(C(C)N(C)C(=O)c3ccc(Cl)c(Cl)c3)nc3cc(Cl)ccc3c2=O)cc1 (configuration not stated)
→ -9	13	-6
CSCCn1c(=NC(=O)c2cc(C)no2)sc2cc3c(cc21)OCCO3
→ -7	5	-6
C=CCn1c(SCC(=O)O)nnc1-c1cccc(C)c1
→ -4	-11	-4
Cc1cccc(/C=C2/C(=N)N3N=C(C(F)(F)F)SC3=NC2=O)c1
→ 2	0	x
CCC1CCC/C1=N/NC(=O)C(O)(c1ccccc1)c1ccccc1 (configuration not stated)
→ -6	1	x
O=C(NC(c1ccc(Cl)cc1)c1cnccn1)C1CCN(CCCOc2ccccc2)CC1 (configuration not stated)
→ 1	4	-2
CC1CCN(C(=O)c2ccc3nc(-c4cccnc4)[nH]c3c2)CC(C)(C)C1 (configuration not stated)
→ 1	-3	-2
C=CCn1c(=O)c2c(nc3n2CCN3c2ccc(F)cc2)n(C)c1=O
→ -5	0	x
Nc1cc(C(=O)NC2CCCC2)c2cn[nH]c2c1
→ -8	22	x
O=C(CCC(=O)N1CCc2ccccc2C1)NCC1CCCCC1
→ -7	-9	-4

2 neighbouring records already listed:
The line under a structure holds: hcGAS lum	NPYLR7 agonist	mcGAS inh
CC1CCN(C(=O)c2ccc3nc(-c4cccnc4)[nH]c3c2)CC(C)(C)C1 (configuration not stated)
→ 1	-3	-2
C=CCn1c(=O)c2c(nc3n2CCN3c2ccc(F)cc2)n(C)c1=O
→ -5	0	x

Other entries follow.
The line under a structure holds: hcGAS lum	NPYLR7 agonist	mcGAS inh
CCCCCc1ccc(C(=O)N2CCN(c3nc4nccc(-c5cc(Cl)ccc5Cl)n4n3)CC2)cc1
→ -2	x	-6
Cc1cn(C2OC(CC(=O)Oc3ccccc3)C3OC(C)(C)OC32)c(=O)[nH]c1=O (configuration not stated)
→ -6	2	x
COc1ccccc1NC(=O)C1CCCN(c2ccc(-c3ccccc3OC)nn2)C1 (configuration not stated)
→ -4	-12	-8
CC(C)COC(=NC1CCCc2ccccc21)NC(=O)c1ccc2c(c1)OCO2 (configuration not stated)
→ -4	17	-6
CCc1[nH]nc2c1C(c1ccccc1OCCCn1ccnc1)CC(=O)N2 (configuration not stated)
→ -3	14	x

Bioassay records deposited in PubChem by Fisher Drug Discovery Resource Center.
